BL2 CD40 inh – CD40 pathway inhibition in BL2 cells; inhibition, % at 10 µM; 83,000 compounds, 0.94% hits; BL2 NF-kB luciferase reporter, CD40L-induced, 4 h;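 active means mean inhibition of at least 50% with a set share of replicates also reaching that level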;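 further: 0% = neutral control wells and 100% = IKK inhibitor VII at 50 µM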
* marks the source's active call; other numbers are inactive results; & = joins results of further samples; [ ] = another dose, or the depositor's remark. The list is partial; rates above refer to the full screens.

compound,BL2 CD40 inh
O=[N+]([O-])c1ccc2cc[nH]c2c1,11.4
C[C@@H]1CN([C@H](C)CO)C(=O)c2cc(NC(=O)Cc3ccccc3)ccc2O[C@@H]1CN(C)C(=O)NC1CCCCC1,-1.7[25 µM]
CCCC(=O)OCC(=O)NCc1ccc(Cl)cc1,2.5
O=C(Nc1ccc2oc(-c3ccccc3)nc2c1)c1ccc2c(c1)OCCO2,-14.1
N#C[C@H]1[C@H](c2ccccc2)[C@@H](CO)N1S(=O)(=O)c1ccc(-c2ccccc2)cc1,22.0[25 µM]
CCC(C)NC(=O)c1cnn2c1NC(c1ccc3c(c1)OCO3)CC2C(F)(F)F (stereo unspecified),9.1
O=S(=O)(Nc1ccc(-c2ccc(N3CCOCC3)nn2)cc1)c1ccc(Cl)c(Cl)c1,7.1
COc1ccc(S(=O)(=O)NC2CCN(Cc3ccccc3)CC2)cc1NC(C)=O,0.4
O=C(Nc1ccc(F)cc1)N1CCCCN2[C@@H](CO)[C@H](c3ccc(C#CC4CC4)cc3)[C@@H]2C1,3.3[25 µM]
CC(=O)Nc1ccc(N(C)S(C)(=O)=O)cc1,7.3

Other results follow.
compound,BL2 CD40 inh
CCCCNC(=O)C1(C)CCCCN1C(=O)c1cncc(Br)c1 (stereo unspecified),-3.2
N#C[C@H]1[C@@H](c2ccccc2-c2cccc(F)c2)[C@@H](CO)N1C(=O)CN1CCOCC1,-3.4[25 µM]
O=C(c1cccc(N2CCNC2=O)c1)N1CCCC(Nc2cccc(F)c2)C1 (stereo unspecified),-1.5
CCN(CC)Cc1ccccn1,1.3
O=C(Cc1ccccn1)N1CC(=O)N2[C@H](CO)[C@@H](c3ccc(C#CC4CCCC4)cc3)[C@H]2C1,-16.2
Cc1noc(C)c1C(=O)Nc1nc2ccccc2s1,-25.2
O=C(CC1CC1)N1CC(=O)N2[C@@H](CO)[C@H](c3ccc(/C=C/c4ccccc4)cc3)[C@@H]2C1,0.5[25 µM]
COc1ccc2c3c(n(C)c2c1)[C@@H](CO)NCC31CCN(Cc2cc(F)ccc2F)CC1,8.6[25 µM]
C[C@@H]1CN([C@@H](C)CO)C(=O)c2cc(-c3ccc(C#N)cc3)cnc2O[C@@H]1CN(C)Cc1cccnc1,-8.8[25 µM]
C[C@@H]1CN([C@H](C)CO)C(=O)c2cc(NC(=O)CCC(F)(F)F)ccc2O[C@@H](C)CCCCO[C@H]1CN(C)C(=O)Nc1cccc2ccccc12,11.5[25 µM]

Following part
compound,BL2 CD40 inh
CN1C(CC(=O)Nc2ccc(Br)cc2)c2ccccc2CC1(C)C (stereo unspecified),17.7
COCCCC1CCN(Cc2nc(-c3ccccc3)no2)CC1,-3.7
Cc1ccc(-c2nnn(CC(=O)N(CC3CCCO3)C(C(=O)NC3CCCCC3)c3ccc(F)cc3)n2)o1 (stereo unspecified),-0.1
Cc1cc(C(=O)NN=Cc2c(C)[nH]c3ccccc23)c(C)o1,5.7
C[C@@H]1CCCCO[C@@H](CN(C)S(=O)(=O)c2ccc(F)cc2)[C@H](C)CN([C@H](C)CO)C(=O)c2cc(N(C)C)ccc2O1,7.1[25 µM]
O=C(C1CCN(S(=O)(=O)N2CCC3(CC2)OCCO3)CC1)N1CCOCC1,7.1
COc1ccc(NC(=O)COC(=O)CCNC(=O)c2ccco2)cc1Cl,4.8
O=C1/C(=C\c2cccs2)SC(=S)N1C1CCS(=O)(=O)C1 (stereo unspecified),10.5
Cn1c(=O)[nH]c(=O)c2c1nc(N1CCOCC1)n2CCSc1nc2ccccc2[nH]1,4.3
C[C@H](CO)N1C[C@H](C)[C@H](CN(C)C(=O)c2cnccn2)Oc2cc(C#CCC3CCCC3)ccc2S1(=O)=O,30.5[25 µM]

Next part
compound,BL2 CD40 inh
COc1ccc(CN(Cc2cccn2C)C(=O)c2cc3cc(OC)ccc3[nH]2)cc1,1.6
CCN1[C@H](C(=O)NCCCN(C)C)[C@@H](CO)[C@@H]2Cn3c(ccc(-c4cccc(F)c4)c3=O)[C@@H]21,-3.9[25 µM]
COc1ccc(CCNC(=O)CCCCC(=O)NCCc2ccc(OC)cc2)cc1,11.9
CCCN1[C@H](C(=O)NCCCN2CCOCC2)[C@@H](CO)[C@@H]2Cn3c(ccc(-c4ccncc4)c3=O)[C@@H]21,-3.6[25 µM]
Cc1nn(Cc2ccccc2)c(C)c1C(=O)OCC(=O)c1cc(C)n(C2CC2)c1C,0.5
O=C(C[C@H]1CC[C@@H]2[C@H](COC[C@@H](O)CN2CCc2ccccc2)O1)NCCCN1CCOCC1,-9.0[25 µM]
COC(=O)Cn1cccc1C(=O)c1ccccc1,9.5
O=C(/C=C/c1ccc(Cl)cc1Cl)OCC(=O)N1CCCC1,-29.1
COc1ccc2[nH]c(=O)c(CN(Cc3cccs3)S(=O)(=O)c3cccc4nsnc34)cc2c1,55.4*
Cc1ccc2c(c1)cc1c(=O)n(CC(=O)NCc3ccccn3)nc(C)n12,7.0

A stretch taken from the entries so far, for reference:
compound,BL2 CD40 inh
COc1ccc2[nH]c(=O)c(CN(Cc3cccs3)S(=O)(=O)c3cccc4nsnc34)cc2c1,55.4*
Cc1ccc2c(c1)cc1c(=O)n(CC(=O)NCc3ccccn3)nc(C)n12,7.0

Quoted from the listing.
BL2 CD40 inh with COC(=O)Cn1cccc1C(=O)c1ccccc1 is entered as 9.5
BL2 CD40 inh with O=C(/C=C/c1ccc(Cl)cc1Cl)OCC(=O)N1CCCC1 is entered as -29.1
BL2 CD40 inh with COc1ccc2[nH]c(=O)c(CN(Cc3cccs3)S(=O)(=O)c3cccc4nsnc34)cc2c1 is entered as 55.4*

Other records:
compound,BL2 CD40 inh
O=C(O)CCC(=O)CCC(=O)c1ccccc1,8.3
Cn1cnc(S(=O)(=O)N2CCCCN3[C@H](CO)[C@H](c4ccc(C#CC5CCCC5)cc4)[C@@H]3C2)c1,-7.3[25 µM]
C[C@@H]1CN([C@@H](C)CO)C(=O)CCCn2nncc2CO[C@H]1CN(C)C(=O)Nc1cccc(F)c1,1.1[25 µM]
COc1ccc(NC(=O)COC(=O)CCc2ccc(S(=O)(=O)N3CCOCC3)cc2)cc1OC,6.3
CO[C@@H]1CN(C)C(=O)c2ccc(NC(=O)c3nc4ccccc4s3)cc2OC[C@H](C)N(Cc2cccnc2)C[C@@H]1C,13.5[25 µM]
CC(=O)N1Cc2cc(C(=O)NCc3cccc(F)c3)nc(-c3cccc(C4=CCCC4)c3)c2[C@@H]1CCO,4.1
O=C(NCc1ccc(N2CCCC2=O)cc1)Nc1cccc2ccccc12,3.2
CCN(C(=O)CSc1nnc(SC(C)C)s1)C1CCS(=O)(=O)C1 (stereo unspecified),1.3
O=C(CC1CCCCC1)N=C1SC2CS(=O)(=O)CC2N1c1ccccc1 (stereo unspecified),10.6
Cc1cccc(OC(C)C(=O)Nc2ccc(N3CCCCC3)cc2)c1 (stereo unspecified),-1.9

Further compounds:
compound,BL2 CD40 inh
N#C[C@H]1[C@H](c2ccc(-c3cccnc3)cc2)[C@H](CO)N1C(=O)C1CC1,0.2
C[C@@H](O)C#Cc1ccc([C@H]2[C@@H](CO)N3CCCCN(C(=O)c4cccc(F)c4)C[C@@H]23)cc1,9.7[25 µM]
COc1ccccc1-c1ccc2c(c1)[C@H]1[C@H](CCN1C(=O)C1CCC1)[C@H](CO)N2,-8.5[25 µM]
CCOC(=O)c1cc(C(=O)c2cccs2)n2ccc(C(C)=O)cc12,-10.9
CCOc1ccc2nc(NS(=O)(=O)c3ccc4c(c3)n(C)c(=O)n4C)sc2c1,7.3
Cc1nc2cc3nc(C)sc3cc2s1,-39.3
CCOC(=O)c1cc2c3ccccc3n(CC)c2nc1N,-11.5
Cc1cc(C)c2c(CC(=O)O)coc2c1,-1.3
O=C(c1ccncc1)N1CC2(C1)[C@H](c1ccccc1)[C@@H](CO)N2CC1CC1,8.2[25 µM]
CO[C@@H]1CN(C)C(=O)c2cc(NS(=O)(=O)c3ccccc3C)ccc2OC[C@@H](C)N(S(=O)(=O)c2ccccc2)C[C@H]1C,9.0[25 µM]

(continued)
compound,BL2 CD40 inh
C[C@H]1CN(C)C(=O)c2cc([N+](=O)[O-])ccc2O[C@@H]1CN(C)C(=O)OC(C)(C)C,-5.2
CCCNC(=O)N(C)C[C@H]1Oc2cc(C#C[C@H](C)O)ccc2S(=O)(=O)N([C@@H](C)CO)C[C@H]1C,-14.5[25 µM]
C[C@@H]1CN([C@H](C)CO)C(=O)c2cc(N(C)C)ccc2O[C@@H](C)CCCCO[C@@H]1CN(C)C(=O)NC1CCCCC1,2.1[25 µM]
CCC(=O)Nc1cc(=O)[nH]c2ncnn12,-6.5
COc1ccc(OC)c(NC(=O)c2cc(S(=O)(=O)N(C)C)ccc2N2CCCC2)c1,-4.6
CC(C)(O)C#Cc1ccc([C@H]2[C@H]3CN(S(C)(=O)=O)CCCCN3[C@H]2CO)cc1,-7.3[25 µM]
CC(C(=O)N1CCCCCC1)c1ccc([N+](=O)[O-])cc1 (stereo unspecified),1.3
CN(C)C(=O)COC(=O)c1cccnc1Nc1ccccc1F,-7.1
C[C@@H]1CCCCO[C@H](CN(C)C(=O)Nc2ccccc2)[C@@H](C)CN([C@H](C)CO)C(=O)c2cc(NC(=O)Nc3ccc4c(c3)OCO4)ccc2O1,-5.9
CCCc1cc(CN(C)C(=O)c2ccc(OC3CCN(C(C)=O)CC3)c(OC)c2)[nH]n1,13.6

The listing continues:
compound,BL2 CD40 inh
COc1ccc(-c2cc(CNC(=O)CN3CCN(C)CC3)on2)cc1,-1.6
O=C(Cc1ccccn1)N1CC(=O)N2[C@H](CO)[C@H](c3ccc(C#CC4CCCC4)cc3)[C@@H]2C1,-5.3
O=C(Nc1ccc(C(F)(F)F)cc1)N[C@H]1C=C[C@H](CC(=O)N2CCCCC2)O[C@H]1CO,10.0[25 µM]
C/C=C/c1ccc(C2[C@@H]3CN(C(=O)Nc4ccccc4F)C[C@H]2N3)cc1 (stereo partly specified),-3.8&-0.7[25 µM]
CCOC(=O)c1c(S(=O)(=O)NCC(=O)Nc2ccccc2)c(C)n(C)c1C,12.2
CC(C)CN(C(=O)c1cc(Cl)nc2ccccc12)c1c(N)n(Cc2ccccc2)c(=O)[nH]c1=O,-8.4
O=C(Nc1ccc(F)cc1F)Nc1ccccc1C(=O)NCCN1CCNC1=O,4.0
COc1ccc(/C=N/NC(=O)c2c(-c3ccccc3)noc2C)cc1,10.0
Cc1ccc2c(c1)N(C(=O)CCC(=O)O)CCO2,-7.3
CC(=O)c1c(C)[nH]c(C(=O)OCC(=O)Nc2ccc3[nH]c(=O)[nH]c3c2)c1C,17.0

By substructure, the entries above with bromine.
compound,BL2 CD40 inh
CCCCNC(=O)C1(C)CCCCN1C(=O)c1cncc(Br)c1 (stereo unspecified),-3.2
CN1C(CC(=O)Nc2ccc(Br)cc2)c2ccccc2CC1(C)C (stereo unspecified),17.7

Next part:
compound,BL2 CD40 inh
Cc1cc(C)n2nc(C(=O)OCC(=O)NC3CCCCC3)nc2n1,5.8
COc1ccc2c3c([nH]c2c1)[C@@H](CO)N(C(=O)C1CCOCC1)CC31CCN(Cc2cccc(F)c2)CC1,-1.0[25 µM]
COc1cc(NC(=O)c2ccc(S(=O)(=O)N(C)c3ccccc3OC)cc2)cc(OC)c1,1.5
NC(=O)NCC12CC3CC(CC(C3)C1)C2,12.0
CN(C)C(=O)c1ccc(-c2ccccc2[C@H]2[C@@H](C#N)N(C(=O)C3CC3)[C@H]2CO)cc1,-1.5[25 µM]
C/C=C/c1ccc([C@H]2[C@@H](C#N)N(C(=O)c3cccnc3)[C@H]2CO)cc1,-0.8[25 µM]
Cc1cc(-c2ccccc2)nn1-c1nc2c(c(=O)[nH]c(=O)n2C)n1C,4.8
COc1cccc(CN2CC(C(=O)NC3CCCCCC3)CCC2=O)c1 (stereo unspecified),-3.2
O=C(NCC(c1ccco1)N1CCc2ccccc2C1)c1ccc(Cl)c([N+](=O)[O-])c1 (stereo unspecified),-3.1
COc1ccc(S(=O)(=O)Nc2ccc3c(c2)C(=O)N([C@H](C)CO)C[C@H](C)[C@@H](CN(C)Cc2ccc(C(F)(F)F)cc2)OCCCC[C@H](C)O3)cc1,-0.7[25 µM]

Following part
compound,BL2 CD40 inh
c1ccc(-n2c(SCC3CCCCO3)nnc2-c2cccs2)cc1 (stereo unspecified),6.0
COC(c1ccccc1)c1nnc(CCC(=O)NC2C3CC4CC(C3)CC2C4)o1 (stereo unspecified),-17.9
CC(C)(C)OC(=O)N1CCN(C(=O)c2cccnc2Cl)CC1,4.6
CC(=O)c1ccc(S(=O)(=O)N(C)CC(=O)Nc2ccc(C)cc2)cc1,0.6
O=C(Cc1ccc(Cl)cc1)Nc1ccc(C(=O)N2CCOCC2)cc1,-2.1
O=C(Oc1ccccc1C(=O)Oc1ccccc1)c1ccco1,-21.4
COc1ccc(NC(=O)CSc2nnc(Cc3cccn3C)n2CCc2ccccc2)cc1OC,11.4
Cc1nc(Oc2ccccc2)c2ccccc2n1,4.9
Cc1ccc(Cn2ncc3c(N4CCN(C5CCCC5)CC4)ncnc32)cc1,5.6
O=C(NCCC1=CCCCC1)C1CCN(C(=O)Cc2ccccc2)CC1,12.6

(list continues)
compound,BL2 CD40 inh
CCN(CC)CC(=O)Nc1c(C)cccc1C,-4.0&-3.1
CC1CN(CCC(=O)Nc2ccc3c(c2)OCO3)CC(C)O1 (stereo unspecified),-1.0
COc1ccc(CNC(=O)COC(=O)CC2CCCC2)cc1,-4.4
CC(C)C#Cc1ccc([C@@H]2[C@H]3CN(C(=O)Cc4ccccc4)CC(=O)N3[C@H]2CO)cc1,-14.8[25 µM]
C[C@@H]1CN([C@@H](C)CO)C(=O)c2cc(NS(=O)(=O)c3ccccc3)ccc2O[C@@H](C)CCCCO[C@@H]1CN(C)C(=O)C1CCCCC1,8.6[25 µM]
Cc1ccc2c(Cl)cc(Cl)c(OCc3c(C)noc3C)c2n1,3.1
CN(CC(=O)NC1CCCCCC1)S(=O)(=O)c1ccccc1,-50.4
CCC1(c2ccccc2)NC(=O)N(CC(=O)NCc2ccncc2)C1=O (stereo unspecified),12.9

Source: PubChem BioAssay (Broad Institute)
